NR5A2 inv ag: inverse agonists of human LRH-1 (NR5A2). O00482. HEK293T StAR-luciferase reporter, LRH-1 transfected, 24 h. inhibition, % at 3.6 µM. actives 0.13% (n = 360,000);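 active = inhibition above the mean inhibition of all tested compounds plus 3 SD, cut at about 73% in these data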;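 note: 0% = DMSO wells and 100% = reporter-only cells lacking LRH-1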
SRC1 inh: inhibitors of human steroid receptor coactivator 1 (SRC1) | HEK293 GAL4-SRC1 luciferase reporter, luminescence | actives 0.12% (n = 360,000) | AID 588354 | inhibition, % at 3.6 µM | Q15788;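 active = inhibition above the campaign mean plus 3 SD, with each screening campaign given its own cutoff, cut at about 60% in these data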;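 note: 0% = DMSO treated cells and 100% = gossypol at 36 µM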
TWEAK Fn14 block: TWEAK-Fn14 signaling inhibition; AID 1159606; actives 2% (n = 360,000); TWEAK-stimulated Fn14 reporter cells, luciferase luminescence, 8 h; inhibition, % at 10 µM; in the data active = inhibition above about 50%
SRC2 inh: human SRC2 (NCOA2) inhibition; Q15596; HEK293 GAL4-SRC2 luciferase reporter, luminescence; inhibition, % at 9 µM; actives 0.17% (n = 370,000); AID 651957;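 active = inhibition above the mean inhibition of all tested compounds plus 3 SD, set per campaign, cut at about 52% in these data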;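 note: 0% = DMSO treated cells and 100% = cells given Gossypol at 36 µM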
NR2F2 inh: NR2F2 (human) inhibition, primary screen | P24468 | HEK293T NGFI-A luciferase reporter, luminescence | inhibition, % at 8.6 µM | actives 0.7% (n = 370,000) | AID 686940;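 active = inhibition above a per-plate cutoff, mean inhibition of test wells between control levels plus 3 SD, cut at about 38% in these data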;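 note: cells cotransfected with COUP-TFII expression vector driving the NGFI-A reporter; 0% = median of COUP-TF2 test wells and 100% = reporter-only cells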
Target sequence (P24468 whole entry, looked up): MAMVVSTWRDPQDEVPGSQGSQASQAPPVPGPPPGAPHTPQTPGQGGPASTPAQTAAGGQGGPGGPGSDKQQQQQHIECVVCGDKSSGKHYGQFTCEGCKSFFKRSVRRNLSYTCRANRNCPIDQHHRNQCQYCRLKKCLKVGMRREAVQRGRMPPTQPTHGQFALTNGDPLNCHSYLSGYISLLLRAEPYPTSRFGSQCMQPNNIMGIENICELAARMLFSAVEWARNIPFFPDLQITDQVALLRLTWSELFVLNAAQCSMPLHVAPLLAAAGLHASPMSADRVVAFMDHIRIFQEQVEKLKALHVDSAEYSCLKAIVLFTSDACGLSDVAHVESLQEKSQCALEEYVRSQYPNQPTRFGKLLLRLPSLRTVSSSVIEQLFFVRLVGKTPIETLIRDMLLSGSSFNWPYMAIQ
SRC3 inh: inhibits human SRC3 coactivator | Q9Y6Q9 | HEK293 GAL4-SRC3 luciferase reporter, luminescence | inhibition, % at 3.6 µM | actives 0.17% (n = 360,000) | AID 588352;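 active = inhibition above a per-campaign cutoff, the mean of all compounds plus 3 SD, cut at about 60% in these data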;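 note: 0% = DMSO-treated cells and 100% = gossypol-treated cells at 36 µM; higher means less SRC3-driven luciferase light from the GAL4 reporter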
Exocytosis inh: blocks lytic granule exocytosis. TALL-104 LAMP-1 surface exposure, flow cytometry; cells stimulated with thapsigargin and PMA. inhibition, % at 10 µM. actives 0.66% (n = 360,000);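 active = inhibition above about 55%, limit read from the data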
ABHD5-PLIN5 inh: ABHD5-PLIN5 protein interaction inhibition; Q00G26+Q8WTS1; Split G. princeps luciferase complementation, luminescence, 4 h; inhibition, % at 4 µM; actives 0.78% (n = 360,000); AID 602281;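 active = inhibition above the mean inhibition across every tested compound plus 3 SD, cut at about 22% in these data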;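 note: 0% = DMSO only wells and the 100% control is not disclosed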
NOD2-RIPK2 inh: inhibitors of human NOD2-RIPK2 interaction | O43353 | actives 0.38% (n = 360,000) | CHO BLA complementation NOD2-RIPK2, CCF4 ratio | inhibition, % at 4.98 µM; in the data active = inhibition above about 21%;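 note: 0% = vehicle only and 100% = reference blocker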
Target sequence (O43353 whole entry, looked up): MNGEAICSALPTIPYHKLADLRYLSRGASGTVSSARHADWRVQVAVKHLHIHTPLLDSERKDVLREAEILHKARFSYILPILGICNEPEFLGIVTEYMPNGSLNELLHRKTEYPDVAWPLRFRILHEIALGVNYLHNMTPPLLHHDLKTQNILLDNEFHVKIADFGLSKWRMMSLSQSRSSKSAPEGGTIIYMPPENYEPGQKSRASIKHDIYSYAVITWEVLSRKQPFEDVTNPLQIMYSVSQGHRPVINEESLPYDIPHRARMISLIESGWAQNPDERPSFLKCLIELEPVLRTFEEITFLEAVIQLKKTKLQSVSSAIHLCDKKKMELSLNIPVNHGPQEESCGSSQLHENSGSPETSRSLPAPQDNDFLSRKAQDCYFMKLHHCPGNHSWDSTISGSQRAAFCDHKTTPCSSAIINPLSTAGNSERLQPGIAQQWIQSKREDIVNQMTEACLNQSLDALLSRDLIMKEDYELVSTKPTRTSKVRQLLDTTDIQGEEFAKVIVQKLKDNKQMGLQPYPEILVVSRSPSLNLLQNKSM
TROY NFkB inh: inhibitors of TROY-dependent NF-kB signaling | Q293 LMP1-TROYcd NF-kB luciferase reporter, 4 h | inhibition, % at 10 µM | actives 0.98% (n = 360,000) | AID 1347056;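 active = compounds whose plate-normalised and pattern-corrected inhibition of the luciferase reporter signal at the single screening dose is 50% or more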
TLR9-MyD88 block: inhibitors of human TLR9-MyD88 binding. CHO BLA complementation TLR9-MyD88, CCF4 FRET ratio. inhibition, % at 4.98 µM. actives 0.21% (n = 340,000). AID 504734;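 active = inhibition above the mean over all tested compounds plus 3 SD, cut at about 21% in these data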;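 note: 0% = DMSO only wells and 100% = clavulanate BLA inhibitor control wells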
Numbers without * were called inactive. A portion of the library; the hit share may differ from the screen's.

For CC(C)CN(CC(C)C)c1ccc(/C=N/n2cnnc2)cc1[N+](=O)[O-] the results were NR5A2 inv ag -4, SRC1 inh 3, TWEAK Fn14 block -9, SRC2 inh 15, NR2F2 inh 6, SRC3 inh 7, Exocytosis inh 1, ABHD5-PLIN5 inh -1, NOD2-RIPK2 inh 3, TROY NFkB inh -6 and TLR9-MyD88 block 1.
For Cc1nc2scc(C)n2c(=O)c1S(=O)(=O)NCc1ccc(F)cc1 the results were NR5A2 inv ag -5, SRC1 inh 10, TWEAK Fn14 block -9, SRC2 inh -21, NR2F2 inh 1, SRC3 inh -7, Exocytosis inh -4, ABHD5-PLIN5 inh -9, NOD2-RIPK2 inh -12, TROY NFkB inh 3 and TLR9-MyD88 block 5.
Screening O=C(CCc1nnc(C2CCCCC2)o1)N1CCCCC1CCn1cccn1 (stereo not given) returned NR5A2 inv ag -1, SRC1 inh -12, TWEAK Fn14 block -9, SRC2 inh -2, NR2F2 inh -7, SRC3 inh 12, Exocytosis inh 0, ABHD5-PLIN5 inh -7, NOD2-RIPK2 inh -7, TROY NFkB inh -4 and TLR9-MyD88 block 3.
Cc1ccc(O)c(-c2cc(C(=O)Nc3c(C)n(C)n(-c4ccccc4)c3=O)[nH]n2)c1 was read as NR5A2 inv ag -3, SRC1 inh 6, TWEAK Fn14 block -1, SRC2 inh 7, NR2F2 inh 16, SRC3 inh 16, Exocytosis inh 0, ABHD5-PLIN5 inh 4, NOD2-RIPK2 inh 2, TROY NFkB inh -9 and TLR9-MyD88 block -10.
Screening CC(=O)Nc1ccccc1C(=O)C(=O)Nc1ccc(Cl)cc1 returned NR5A2 inv ag -57, SRC1 inh -63, TWEAK Fn14 block 8, SRC2 inh -11, NR2F2 inh -13, SRC3 inh -34, Exocytosis inh 1, ABHD5-PLIN5 inh 0, NOD2-RIPK2 inh -4, TROY NFkB inh -14 and TLR9-MyD88 block 2.
CC1CCCN(CCOc2ccc3ccccc3c2Br)C1 (stereo not given) was read as NR5A2 inv ag -20, SRC1 inh 13, TWEAK Fn14 block -42, SRC2 inh -18, NR2F2 inh -26, SRC3 inh -3, Exocytosis inh 5, ABHD5-PLIN5 inh 17, NOD2-RIPK2 inh -2, TROY NFkB inh -80 and TLR9-MyD88 block -7.
`O=C1CC(N(O)C2CC(=O)N(Cc3ccccc3)C2=O)C(=O)N1Cc1ccccc1` (stereo not given) gave NR5A2 inv ag -18, SRC1 inh -3, TWEAK Fn14 block 17, SRC2 inh -2, NR2F2 inh 20, SRC3 inh -6, Exocytosis inh 16, ABHD5-PLIN5 inh -5, NOD2-RIPK2 inh 7, TROY NFkB inh 9 and TLR9-MyD88 block 1.
For CCOC(=O)C1=C(C)N(CCCCCC(=O)O)C(=O)NC1c1ccc(Cl)cc1 (stereo not given) the results were NR5A2 inv ag 11, SRC1 inh -20, TWEAK Fn14 block 2, SRC2 inh 0, NR2F2 inh 4, SRC3 inh 6, Exocytosis inh 5, ABHD5-PLIN5 inh 3, NOD2-RIPK2 inh -8, TROY NFkB inh 5 and TLR9-MyD88 block 0.
Screening CCn1c(SCc2cccc(F)c2)nnc1-c1cccnc1 returned NR5A2 inv ag 16, SRC1 inh 8, TWEAK Fn14 block 12, SRC2 inh -1, NR2F2 inh 20, SRC3 inh 16, Exocytosis inh 10, ABHD5-PLIN5 inh 3, NOD2-RIPK2 inh -4, TROY NFkB inh -8 and TLR9-MyD88 block -1.
For Cc1cc(Br)ccc1NC(=O)c1sc2ncnc(N3CCN(c4ccccn4)CC3)c2c1C the results were NR5A2 inv ag -18, SRC1 inh 2, TWEAK Fn14 block 13, SRC2 inh -25, NR2F2 inh 11, SRC3 inh 13, Exocytosis inh -1, ABHD5-PLIN5 inh -5, NOD2-RIPK2 inh -16, TROY NFkB inh 26 and TLR9-MyD88 block 6.
Screening CCCCn1nnnc1C(c1ccccc1)N1CCN(c2cc(C)ccc2C)CC1 (stereo not given) returned NR5A2 inv ag -5, TWEAK Fn14 block -3, SRC2 inh 7, NR2F2 inh -8, Exocytosis inh -5, ABHD5-PLIN5 inh -6, NOD2-RIPK2 inh -9 and TROY NFkB inh 7.
For COc1ccc(-c2cc(C)no2)cc1S(=O)(=O)N(C)Cc1ccco1 the results were NR5A2 inv ag -2, SRC1 inh 9, TWEAK Fn14 block -19, SRC2 inh 24, NR2F2 inh 12, SRC3 inh -35, Exocytosis inh 0, ABHD5-PLIN5 inh -10, NOD2-RIPK2 inh 1, TROY NFkB inh 24 and TLR9-MyD88 block -1.
`COc1ccc(-c2n[nH]c(C)c2-c2cnn(-c3ccccc3)c2)c(O)c1` gave NR5A2 inv ag 11, SRC1 inh 12, TWEAK Fn14 block -11, SRC2 inh 3, NR2F2 inh -8, SRC3 inh 9, Exocytosis inh -1, ABHD5-PLIN5 inh -7, NOD2-RIPK2 inh -2, TROY NFkB inh 14 and TLR9-MyD88 block 7.
CCOc1ccc(NC(=O)c2ccc(S(=O)(=O)N(C)C)cc2)cc1 was read as NR5A2 inv ag 1, SRC1 inh -10, TWEAK Fn14 block -6, SRC2 inh -26, NR2F2 inh 0, SRC3 inh -26, Exocytosis inh 2, ABHD5-PLIN5 inh -4, NOD2-RIPK2 inh 1, TROY NFkB inh 4 and TLR9-MyD88 block 2.
COc1ccc(OC)c(/C=C/C(=O)N(C)CC(=O)Nc2cc(C)ccc2C)c1 was read as NR5A2 inv ag 17, SRC1 inh -4, TWEAK Fn14 block -6, SRC2 inh 6, NR2F2 inh -8, SRC3 inh 17, Exocytosis inh -3, ABHD5-PLIN5 inh 0, NOD2-RIPK2 inh -4, TROY NFkB inh 9 and TLR9-MyD88 block -6.
`COc1ccccc1NC(=O)Cn1c(=O)oc2cc(S(=O)(=O)N3CCCC3)ccc21` gave NR5A2 inv ag 7, SRC1 inh -1, TWEAK Fn14 block 1, SRC2 inh -2, NR2F2 inh 6, SRC3 inh -14, Exocytosis inh -1, ABHD5-PLIN5 inh 0, NOD2-RIPK2 inh -4, TROY NFkB inh -24 and TLR9-MyD88 block -5.
`CC(C)c1ccc(N(CC(=O)NN=C2CCN(C)CC2)S(=O)(=O)c2ccccc2)cc1` gave NR5A2 inv ag 19, SRC1 inh -45, TWEAK Fn14 block 4, SRC2 inh -8, NR2F2 inh 11, SRC3 inh 12, Exocytosis inh -2, ABHD5-PLIN5 inh -2, NOD2-RIPK2 inh -9, TROY NFkB inh 10 and TLR9-MyD88 block -2.
For Nc1cc(Cl)ccc1C(=O)OCC(=O)NC1CCS(=O)(=O)C1 (stereo not given) the results were NR5A2 inv ag 10, SRC1 inh 10, TWEAK Fn14 block 5, SRC2 inh -25, NR2F2 inh -11, SRC3 inh 0, Exocytosis inh -3, ABHD5-PLIN5 inh -1, NOD2-RIPK2 inh 9, TROY NFkB inh 18 and TLR9-MyD88 block 2.
For CC1(C)OC(c2ccccc2)=C/C(=C/C=C2C(=O)c3ccccc3C2=O)O1 the results were NR5A2 inv ag 10, SRC1 inh -1, TWEAK Fn14 block -30, SRC2 inh -21, NR2F2 inh -23, SRC3 inh -5, Exocytosis inh 0, ABHD5-PLIN5 inh -2, NOD2-RIPK2 inh 4, TROY NFkB inh 25 and TLR9-MyD88 block -2.
O=C(CN1C2=NCCN2c2ccccc21)C12CC3CC(CC(C3)C1)C2 was read as NR5A2 inv ag 8, SRC1 inh 11, TWEAK Fn14 block -15, SRC2 inh 2, NR2F2 inh -1, SRC3 inh 17, Exocytosis inh 24, ABHD5-PLIN5 inh 7, NOD2-RIPK2 inh -1, TROY NFkB inh -9 and TLR9-MyD88 block -10.
Screening COc1ccc([N+](=O)[O-])cc1CSc1nnc(NC(C)=O)s1 returned NR5A2 inv ag 12, SRC1 inh -2, TWEAK Fn14 block -23, SRC2 inh -24, NR2F2 inh 7, SRC3 inh 12, Exocytosis inh -3, ABHD5-PLIN5 inh 0, NOD2-RIPK2 inh -14, TROY NFkB inh 9 and TLR9-MyD88 block 4.
CC1(C)CC(=O)C=C(NCCN2CCN(C(=S)Nc3ccc(F)cc3)CC2)C1 was read as NR5A2 inv ag 2, SRC1 inh 4, TWEAK Fn14 block -7, SRC2 inh 12, NR2F2 inh 1, SRC3 inh 12, Exocytosis inh 3, ABHD5-PLIN5 inh -2, NOD2-RIPK2 inh -2, TROY NFkB inh -1 and TLR9-MyD88 block 2.
COc1ccc(/C(C)=N/NC(=O)CNC(=O)CCc2ccccc2)c(OC)c1 was read as NR5A2 inv ag -8, SRC1 inh 9, TWEAK Fn14 block 15, SRC2 inh -13, NR2F2 inh 5, SRC3 inh -4, Exocytosis inh -10, ABHD5-PLIN5 inh 8, NOD2-RIPK2 inh -2, TROY NFkB inh 1 and TLR9-MyD88 block 5.
Screening CCN(CC)S(=O)(=O)c1ccc(NC(=O)c2cccs2)cc1 returned NR5A2 inv ag -12, SRC1 inh -6, TWEAK Fn14 block -3, SRC2 inh -6, NR2F2 inh -8, SRC3 inh 2, Exocytosis inh 4, ABHD5-PLIN5 inh -6, NOD2-RIPK2 inh -1, TROY NFkB inh 5 and TLR9-MyD88 block 1.
For COc1ccccc1NC(=O)c1cc(-c2ccc(C)o2)nc2ccccc12 the results were NR5A2 inv ag 6, SRC1 inh -22, TWEAK Fn14 block 3, SRC2 inh -7, NR2F2 inh -4, SRC3 inh -2, Exocytosis inh 12, ABHD5-PLIN5 inh 8, NOD2-RIPK2 inh -7, TROY NFkB inh -12 and TLR9-MyD88 block -1.
CC1CC(C)CN(S(=O)(=O)c2cc3c4c(c2)C(C)C(=O)N4CCC3)C1 (stereo not given) was read as NR5A2 inv ag -21, SRC1 inh 6, TWEAK Fn14 block 3, SRC2 inh 21, NR2F2 inh -13, SRC3 inh -14, Exocytosis inh 5, ABHD5-PLIN5 inh -4, NOD2-RIPK2 inh 21, TROY NFkB inh -5 and TLR9-MyD88 block 11.
Cc1ccccc1OCC(=O)Nc1nnc(-c2ccncc2)s1 was read as NR5A2 inv ag -44, SRC1 inh 1, TWEAK Fn14 block 1, SRC2 inh 14, NR2F2 inh 1, SRC3 inh 13, Exocytosis inh -5, ABHD5-PLIN5 inh -3, NOD2-RIPK2 inh -2, TROY NFkB inh 10 and TLR9-MyD88 block -6.
For CCOC(=O)N1CCN(C(=O)/C(=C\c2cccs2)NC(=O)c2cccs2)CC1 the results were NR5A2 inv ag -6, SRC1 inh 11, TWEAK Fn14 block -15, SRC2 inh 22, NR2F2 inh 3, SRC3 inh 23, Exocytosis inh 1, ABHD5-PLIN5 inh -1, NOD2-RIPK2 inh -2, TROY NFkB inh -13 and TLR9-MyD88 block -2.
Screening CCOc1ccc(N(CC(=O)Nc2cccnc2)S(=O)(=O)c2ccc(C)cc2)cc1 returned NR5A2 inv ag -7, SRC1 inh -8, TWEAK Fn14 block 10, SRC2 inh 0, NR2F2 inh 15, SRC3 inh 4, Exocytosis inh -1, ABHD5-PLIN5 inh 10, NOD2-RIPK2 inh -5, TROY NFkB inh -5 and TLR9-MyD88 block 1.
